Mito fusion act: mitochondrial division inhibition or fusion activation; S. cerevisiae fusion-defective mutant growth rescue, CellTiterGlo 48 h; Potency, µM (doses to about 46.1 µM), inactives show at the highest dose growth rescue (activation), actives largely listed as activators; 320,000 compounds, 0.23% hits;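 also: potency is read from the fitted curve at half-maximal effect; % of control where 0% means no effect; nearly all actives have a fitted effect of over 45% in size; temperature-sensitive fusion mutants such as fzo1-1 at 37 °C on non-fermentable ethanol glycerol medium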
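Growth-rescue viability read-out: after 48 h at the non-permissive 37C in glycerol/ethanol YPEG, yeast mitochondrial fusion mutants are measured by CellTiterGlo luminescence; compounds (23 nl pinned per well) restoring growth score as division inhibitors or fusion activators.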
USP2a block: inhibitors of human ubiquitin-specific protease USP2a | USP2 core, Ub-CHOP2 coupled fluorogenic reporter, 485/531 | Potency, µM (highest dose often 38.3 µM), inactives show at the highest dose activity change, negative = inhibition, most hits filed as inhibitors | 330,000 compounds, 0.01% hits;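 also: potency is read from the fitted curve at half-maximal effect; plate controls were DMSO wells for no effect and full inhibition by NEM control for full effect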
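Cell-free coupled assay: 10nM USP2 core preincubated 30min RT with compound in Tris-HCl pH 8.0/CaCl2/CHAPS buffer, then 25nM Ub-CHOP2 and 25nM reporter substrate; fluorescence (Ex 485/Em 531) read after 60min RT, normalized to NEM inhibition, concentration-response curves fitted.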
ASM inhibitor: inhibitors of human secretory acid sphingomyelinase; P17405; placental ASM, HMU-PC fluorogenic substrate, 60 min; Potency, µM (titrated, usually from 57.5 µM), without a hit: at the highest dose activity change, negative = inhibition, hits mostly inhibitors; 340,000 compounds, 0.006% hits; AID 504937; also: potency is read from the fitted curve at half-maximal effect
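Steps: dispense placental human ASM, pin compound, wait 10 min at room temperature, add HMU-PC0 substrate at 9 uM final, incubate 60 min at 37 °C, add stop solution raising pH to 10, read fluorescence.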
Eya2 phos inh: inhibitors of human Eya2 phosphatase activity; O00167; recombinant Eya2, OMFP fluorescence dephosphorylation (OMFP is methylfluorescein phosphate); Potency, µM (series often up to 76.9 µM), without a hit: at the top dose activity, negative = inhibition, most hits filed as inhibitors; 330,000 compounds, 0.006% hits; also: potency is read from the fitted curve at half-maximal effect; % is scaled to controls: 0 for no effect and ±100 for the full control effect
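Eya2 protein (added as 0.2 uM solution) was preincubated with compound for 10 min at ambient temperature in 50 mM HEPES pH 7.5, 50 mM NaCl, 5 uM MgCl2, 0.05% BSA, 1 mM DTT. OMFP (added at 50 uM) then reacted 10 min; fluorescence read at 485/525 nm.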
MBNL1-CUG inh: inhibitors of human MBNL1 binding to CUG repeat RNA; Q9NR56; TR-FRET MBNL1-His/biotin-(CUG)12 binding, 665/545 ratio; Potency, µM (highest dose often 57.5 µM), for the others: at the top dose activity change, negative = inhibition, usual class: inhibitors; 280,000 compounds, 0.036% hits; active = well fitted inhibition curve with a large enough effect in the signal ratio, with a control signal flat, not every such curve was filed as active; inconclusive = small, poorly fitted or top-dose-only effect, or effect the other way, or a change in a side signal; inactive = no such curve, though single readings can be large or run the other way; the % refers to the signal ratio; also: potency is read from the fitted curve at half-maximal effect; % is scaled to controls: 0 for no effect and ±100 for the full control effect
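MBNL1-His + Biotin-(CUG)12, cpd titration 92 nM–58 uM; Tb anti-His Ab 0.055 ng/ul, SA-XL665 5 nM (final); 60 min RT; ratiometric 665/545 nm, Ex 340 nm; normalized to buffer and full-complex controls.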
TSHR antagonist: human thyrotropin receptor antagonism; P16473; TSHR-expressing cells, TSH-stimulated cAMP HTRF, 2 h; stronger effect = lower value; activity change, negative = inhibition, % at 11.5 µM; 330,000 compounds, 0.2% hits; AID 504810;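 active = activity change below a set negative limit, meaning inhibition stronger than a set level, cut at about -70% in these data; inconclusive = activity change between two set negative limits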; also: % is scaled to controls: 0 for no effect and ±100 for the full control effect
Target sequence (P16473 whole entry, looked up): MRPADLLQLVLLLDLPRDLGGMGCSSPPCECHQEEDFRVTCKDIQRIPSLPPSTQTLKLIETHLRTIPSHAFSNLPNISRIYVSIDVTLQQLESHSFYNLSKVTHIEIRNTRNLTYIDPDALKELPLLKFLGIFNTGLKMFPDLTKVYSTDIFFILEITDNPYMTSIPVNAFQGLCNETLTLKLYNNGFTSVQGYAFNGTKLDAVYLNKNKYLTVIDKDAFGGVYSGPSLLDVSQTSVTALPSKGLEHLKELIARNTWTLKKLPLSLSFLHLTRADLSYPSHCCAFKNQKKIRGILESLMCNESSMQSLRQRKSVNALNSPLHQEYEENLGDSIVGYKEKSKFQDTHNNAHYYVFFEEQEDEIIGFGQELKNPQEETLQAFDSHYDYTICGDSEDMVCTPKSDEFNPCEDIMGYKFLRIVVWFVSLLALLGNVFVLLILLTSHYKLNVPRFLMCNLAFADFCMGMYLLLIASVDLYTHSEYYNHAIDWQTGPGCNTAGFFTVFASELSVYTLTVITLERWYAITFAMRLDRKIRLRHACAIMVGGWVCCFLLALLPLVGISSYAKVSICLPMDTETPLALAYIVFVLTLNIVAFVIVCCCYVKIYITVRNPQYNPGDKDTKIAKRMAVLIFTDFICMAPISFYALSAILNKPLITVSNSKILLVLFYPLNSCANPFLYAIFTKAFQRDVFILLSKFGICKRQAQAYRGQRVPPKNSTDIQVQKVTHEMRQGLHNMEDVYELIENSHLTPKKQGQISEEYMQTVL
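Antagonism was scored as loss of TSH-driven cAMP in TSHR cells, stimulated with 4nM TSH (EC80) for 2 hours at 37 deg C and detected by homogeneous HTRF competition immunoassay.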
PKM2 act: PKM2 (human) enzyme activation; P14618; purified PKM2, Kinase-Glo ATP luminescence, activation; response scale: 0% is enzyme alone, no compound; 260,000 compounds, 0.34% hits; Potency, µM (doses to about 57.5 µM), inactives show at the highest dose activation, hits mostly activators; also: potency is read from the fitted curve at half-maximal effect; % is scaled to controls: 0 for no effect and ±100 for the full control effect; nearly all actives have a fitted effect of over 55% in size
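Purified hPK-M2 (>95% pure) converted ADP (0.1 mM final) to ATP with 0.5 mM PEP in 50 mM imidazole pH7.2, KCl, MgCl2, Tween 20, BSA; 1 h at room temperature. ATP detected by Kinase-Glo luminescence.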
Menin-MLL TR inh: menin-MLL binding inhibition, Texas Red mutant peptide. Potency, µM (doses to about 61.6 µM), inactives show at the top dose FP activity change, negative = inhibition, most hits filed as inhibitors. 270,000 compounds, 0.23% hits. Menin + Texas Red MLL mutant peptide, fluorescence polarization. O00255; active = well fitted inhibition curve with a large enough effect in the polarisation, with a control signal flat, not every such curve was filed as active; inconclusive = small, poorly fitted or top-dose-only effect, or effect the other way, or a change in a side signal; inactive = no such curve, though single readings can be large or run the other way; the % refers to the polarisation; also: potency is read from the fitted curve at half-maximal effect; % of control where 0% means no effect; many of its hits are not listed in these tables
hERG WT inh: inhibitors of human wildtype KCNH2 potassium channel; 340,000 compounds, 0.37% hits; Q12809; U2OS, BacMam KCNH2, thallium flux FluxOr; stronger effect = lower value; activity change, % at 1.84 µM; AID 720551;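 active = maximum activity change below -70%; inconclusive = maximum activity change between -70% and -50%; inactive = maximum activity change above -50%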; also: % is scaled to controls: 0 for no effect and ±100 for the full control effect
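U2OS cells transduced with wild-type KCNH2 virus are loaded with FluxOr dye for 45 min, and thallium flux is measured in kinetic reads before and after stimulation buffer. Rate constants are normalized to DMSO controls.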
Chronic BCR inh: chronic active BCR signaling inhibition; ABC-DLBCL IkBa-CBG/CBR reporter, luminescence ratio, 4 h; Potency, µM (series often up to 46.1 µM), for inactives: at the top dose ratio change, negative = lower green/red ratio, actives largely listed as inhibitors; 340,000 compounds, 0.05% hits; AID 493014; active = well fitted inhibition curve with a large enough effect in the signal ratio, with a control signal flat, not every such curve was filed as active; inconclusive = small, poorly fitted or top-dose-only effect, or effect the other way, or a change in a side signal; the % refers to the signal ratio;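 also: potency is read from the fitted curve at half-maximal effect; plate controls were basal doxycycline-induced cells for no effect and cells given 10 µM MG132 for full effect; MG132 reads +100%, hits lower the ratio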
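TMD8 human ABC-DLBCL cells with doxycycline-inducible IκBα–green luciferase fusion and unfused red luciferase, in 0.5% FBS medium; compounds up to 46 uM, 4 h at 37C. Green/red luminescence ratio, filter-overlap corrected, fitted to concentration-response curves.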
GALK inh: inhibitors of human galactokinase | P51570 | Purified GALK, Kinase-Glo residual ATP luminescence | Potency, µM (highest dose often 57.5 µM), for the others: at the highest dose activity change, negative = inhibition, usual class: inhibitors | 270,000 compounds, 0.007% hits; also: potency is read from the fitted curve at half-maximal effect; % is scaled to controls: 0 for no effect and ±100 for the full control effect
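Quantitative HTS: GALK 5 nM, ATP 35 uM, galactose 100 uM, 1 h room temperature, then luciferase-based ATP detection.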
* = called active by the depositor; i = inactive; ? = inconclusive; / = no result given; [ ] = dose if it differs, or a comment. Unless noted, calls follow the shape of the dose curve; as a rule, active = well fitted curve in the direction sought with a large enough effect; inconclusive = small, poorly fitted or top-dose-only effect, or another doubt; inactive = no such curve, though single readings can be large; an effect the other way counts as inactive or inconclusive. This is a subset. The share of hits here may be higher or lower than overall.

SMILES | Mito fusion act | USP2a block | ASM inhibitor | Eya2 phos inh | MBNL1-CUG inh | TSHR antagonist | PKM2 act | Menin-MLL TR inh | hERG WT inh | Chronic BCR inh | GALK inh
COc1ccc(N(C(=O)c2snc(C(N)=O)c2N)C(C(=O)NC2CCCC2)c2ccc(C)o2)c(OC)c1 (stereo unspecified) | -2.9% | -0.7% | 235.1%[activator] | 3.3% | -3.3% | -15.8 | -5.0% | -3.7% | -2.5 | -19.1% | -1.0%
Cc1ccc(CN2CCNC(=O)C2CC(=O)NC2CCCCCC2)cc1 (stereo unspecified) | 2.2% | 1.6% | 0.8% | 0.8% | 5.8% | 12.6 | -4.1% | / | -11.1 | 0.1% | -3.4%
S=C(Nc1ccccc1Oc1ccccc1)Nc1cccc(Cl)c1Cl | ? | -0.9% | -0.1% | -2.2% | ? | 6.7 | -7.1% | -17.9% | 0.2 | 9.6% | -2.8%
NS(=O)(=O)c1ccc(CCNC(=O)NC2(C(F)(F)F)Oc3ccccc3O2)cc1 | -2.4% | 2.5% | -1.9% | 0.9% | -3.5% | -4.3 | 4.8% | 18.5% | 5.8 | -15.1% | -2.7%
CCC(=O)N1CCCC(C(=O)c2ccc(-c3ccccc3)cc2)C1 (stereo unspecified) | 0.0% | 3.2% | -3.7% | 4.4% | -7.7% | -13.4 | 1.5%[11.5 µM] | ? | -4.3 | -3.6% | 6.3%
O=C(/C=C/c1ccccc1)NC(=S)Nc1ccc(N2CCOCC2)cc1 | -8.0% | 1.7% | 0.3% | 2.9% | 4.9% | 1.6 | -11.3% | ? | 9.3 | 4.7% | -0.1%
Cc1nc(C(=O)O)nn1-c1cc(Cl)ccc1Cl | 0.3% | 0.0% | 4.8% | 13.8% | -4.5% | 2.2 | -1.7% | -15.0% | i | 2.6% | 9.4%
O=C(CCNC(=O)c1ccccc1Cl)Nc1ccc(S(=O)(=O)Nc2ncccn2)cc1 | 0.8% | -0.5% | 2.7% | -11.9% | -5.2% | 7.7 | 2.2% | -8.3% | 2.9 | 0.2% | 9.0%
Cc1cc(=O)c(C(=O)O)nn1-c1ccccc1F | 5.8% | 0.4% | -19.4% | 10.0% | 1.6% | 1.4 | -1.2% | 3.5% | 14.9 | 10.7% | 1.5%
CCN1C(=O)/C(=C2/SC(C)=C(C)N2CC)SC1=S | -1.4% | 2.2% | -9.0% | -6.1% | 8.3% | -10.9 | 5.1% | 4.3% | -4.1 | 1.1% | 2.7%
O=C(NCc1cccnc1)c1cc(-c2ccc(Cl)cc2)oc1C(F)(F)F | 8.2% | -0.2% | 25.6% | -9.1% | -8.2% | 6.6 | -6.8% | / | 3.8 | 5.7% | /
Cc1ccc(C(=O)OCC(=O)NCc2ccco2)cc1S(=O)(=O)N1CCOCC1 | -0.6% | 1.7% | -2.3% | 23.8% | / | 4.8 | / | / | -19.6 | -5.1% | /
CCN(CC(=O)NC(C)C)C(=O)CCNC(=O)c1ccc(Cl)cc1 | 2.3% | -1.3% | 2.4% | 5.9% | -3.2% | -0.8 | 2.3% | 5.9% | -12.4 | 0.3% | -0.3%
CC1CCN(C(=O)CSc2nnc3ccc(-c4cccnc4)nn23)CC1 | 2.6% | -0.7% | -0.2% | 20.9% | / | 0.8 | / | / | -8.5 | -7.6% | /
Cc1nc2sc(C(c3cccs3)N3CCN(c4cccc(Cl)c4)CC3)c(O)n2n1 (stereo unspecified) | -1.6% | -10.0% | -4.0% | -21.1% | -1.9% | 19.2 | 9.4% | -13.6% | 0.6 | 6.2% | -2.2%
O=C(Nc1ccccc1O)c1ccc(Cl)cc1 | 0.2% | -0.1% | -3.3% | 8.2% | -1.3% | -3.1 | 5.8% | ? | -8.7 | ? | 2.2%
FCCCOc1ccc(-c2nccc(-c3ccc(Cl)cc3)n2)cc1 | 2.7% | 1.4% | -14.6% | -19.0% | -2.2% | 37.4 | 9.8% | 26.2% | -0.4 | -1.6% | 0.4%
CCOC(=O)CSc1nc(C)cc(C)c1C#N | 8.8% | -5.7% | 34.5% | -30.2% | -0.3% | -2.7 | 2.6% | / | 3.0 | ? | 1.4%
Cc1nn(CC(=O)N2CCN(C34CC5CC(CC(C5)C3)C4)CC2)c(C)c1[N+](=O)[O-] | -4.7% | -0.3% | -1.3% | -4.8% | 0.3% | -13.5 | 7.0% | 12.2% | 1.6 | -18.8% | -2.0%
Cc1nnc(NC(=O)C2CCCC2)s1 | 4.8% | 1.1% | -1.5% | 1.9% | -5.9% | -3.5 | -8.2% | / | -14.7 | 1.7% | 0.6%
C[C@H](CO)N1C[C@H](C)[C@@H](CN(C)Cc2ccc(Cl)c(Cl)c2)Oc2c(NC(=O)c3ccncc3)cccc2C1=O | / | 3.7% | -1.5% | -0.9% | / | -9.9 | / | / | -9.3 | -1.7% | /
O=C(NNC(=O)C1CC1)c1cc(Cl)nc2ccccc12 | -1.6% | 0.6% | 1.7% | -17.7% | 18.1% | 4.5 | -0.2% | / | -3.6 | 5.7% | 4.2%
Cc1nn(CC(=O)NC2CCCCC2)c(=O)c2cccn12 | 7.6% | 2.5% | 1.3% | 1.7% | -4.3% | 3.1 | 0.4%[0.46 µM] | -1.2% | -27.1 | -10.2% | 0.2%
Cc1ccc(-c2csc(N3CCN(c4cc5c(cc4Cl)nc(-c4ccncc4)n5CCOCCO)CC3)n2)cc1 | 2.3% | -0.5% | -16.8% | 9.8% | 4.1% | 14.8 | 1.8% | 7.1% | -19.2 | ? | /
CCOC(=O)Cc1csc(NC(=O)Nc2ccccc2)n1 | 8.7% | -3.5% | 0.4% | 0.3% | -9.8% | 0.4 | -6.2% | -13.4% | -13.8 | ? | 0.8%
COc1ccc(S(=O)(=O)N(CCCN2CCCC2=O)Cc2cc3c(C)ccc(C)c3[nH]c2=O)cc1 | 2.5% | 0.8% | -0.4% | -37.6% | 0.7% | 0.1 | 4.5% | -18.1% | -2.9 | -3.1% | -2.5%
COc1cc(C(=S)N2CCC(C(N)=O)CC2)ccc1O | -0.2% | -1.6% | -2.1% | 6.8% | 2.9% | 0.0 | 1.4% | -3.0% | -37.6 | 3.1% | -1.3%
Cn1nc(C(F)(F)F)c(C#N)c1N1CCN(c2ccccc2)CC1 | 6.0% | 0.6% | 0.5% | -8.2% | -5.8% | -14.6 | -2.3% | -9.8% | -4.6 | -4.4% | 0.3%
COc1ccc(-c2cc3ccccc3s2)cc1[C@H]1[C@H]2C=CC[C@@H](C)[C@@H]2C(=O)N1Cc1ccccc1 | -9.3% | 6.1% | 1.1% | -5.5% | -9.4% | -2.6 | -2.4% | / | -4.7 | ? | -3.6%
C/C(=N\NC(=O)CSc1nc(C)cc(C)n1)c1ccc2c(c1)OCCO2 | 0.3% | 0.6% | 1.4% | 0.7% | -13.6% | -5.4 | -1.3% | -4.6% | -4.4 | -14.1% | -2.0%
COc1ccc(C(=O)CSc2n[nH]c(C)n2)cc1[N+](=O)[O-] | -2.6% | 8.1% | 2.7% | 0.2% | ? | 1.9 | 4.1% | 22.7% | 1.3 | -2.5% | 0.1%
O=C(NCCN1CCOCC1)c1cc(Cl)ccc1[N+](=O)[O-] | -3.1% | -0.2% | / | -4.1% | ? | 6.2 | -7.5% | 20.4% | / | 0.5% | 0.2%
CC(C)[C@H](NC(=O)N1c2ccccc2NC(=O)[C@@H]1C(C)C)C(=O)N[C@@H](Cc1c[nH]c2ccccc12)C(=O)O | 0.0% | 1.1% | 0.0% | -1.3% | 2.2% | -2.3 | -4.2% | -0.3% | 0.8 | -1.9% | /
O=C(Nc1c2c(nn1-c1ccccc1)CS(=O)(=O)C2)c1ccccc1Br | 1.2% | 3.2% | 1.0% | -8.7% | 3.0% | -6.1 | 1.1% | / | -2.9 | -1.0% | 0.3%

Source: PubChem BioAssay
